hERG protect: hERG rescue from dofetilide block, primary screen, cell-based, CHO-hERG, FluxOR thallium flux, dofetilide IC70; Voltage-gated inwardly rectifying potassium channel KCNH2 (Homo sapiens), Q12809; dofetilide IC70 present; activation (rescue from dofetilide block), less the hit threshold, % at 10 µM; hit rate 0.51% among 310,000; AID 1511, 2009;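 active = activation above the mean of controls blocked by dofetilide plus 5 SD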;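 note: thallium influx through hERG after potassium depolarization seen as dye fluorescence rise; in these data hits start at about 4.7%; inactives centre near -7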
RGS4 act: RGS4 potentiators or activators, primary screen, cell-based, HEK293 M3R inducible RGS4, calcium flux; B-score at 10 µM; hit rate 0.92% among 310,000; carbachol calcium flux Fluo4; active compounds read low;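 active = B-score of the integrated calcium signal more than 4 SD below the library mean, with starting fluorescence not abnormally high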;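 note: negative B-score means reduced calcium response which marks RGS4 activation or potentiation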
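System – HEK293 FlpIn-TREx cells, stable M3R, doxycycline-inducible RGS4 · Reagent – ECmax carbachol challenge · Times – compound preincubation 20 min at room temperature before agonist · Technique – Fluo4 fluorescence kinetic imaging of calcium · Measure – B score of integrated Fluo4 ratio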
ANO1 activ: TMEM16A chloride channel activators or potentiators, primary screen, cell-based, HTS | Anoctamin-1 (Mus musculus), Q8BHY3 | HEK293 TMEM16A/YFP-H148Q/I152L, iodide quench fluorescence; active compounds read low | B-score at 10 µM | hit rate 0.3% among 340,000 | AID 623877, 2012;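 active = fluorescence-ratio B-score plate-corrected deviation score at least 3 library SD below zero, with starting fluorescence score within 5 deviations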;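 note: channel opened by trigger with iodide after compound preincubation; score built on the fluorescence ratio of max minus min over baseline; more negative score means more quench and so TMEM16A activation or potentiation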
KCNK9 inh: KCNK9 potassium channel inhibitors, primary screen, HEK293 cells, thallium flux | B-score at 10 µM | FluxOR thallium flux fluorescence; active compounds read low | hit rate 1.2% among 310,000;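 active = ratio B-score over 3 SD below the library mean, with starting fluorescence within 5 SD of its mean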;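 note: negative B-score means less thallium flux so channel inhibition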
Target sequence (Q9NPC2 whole entry, looked up): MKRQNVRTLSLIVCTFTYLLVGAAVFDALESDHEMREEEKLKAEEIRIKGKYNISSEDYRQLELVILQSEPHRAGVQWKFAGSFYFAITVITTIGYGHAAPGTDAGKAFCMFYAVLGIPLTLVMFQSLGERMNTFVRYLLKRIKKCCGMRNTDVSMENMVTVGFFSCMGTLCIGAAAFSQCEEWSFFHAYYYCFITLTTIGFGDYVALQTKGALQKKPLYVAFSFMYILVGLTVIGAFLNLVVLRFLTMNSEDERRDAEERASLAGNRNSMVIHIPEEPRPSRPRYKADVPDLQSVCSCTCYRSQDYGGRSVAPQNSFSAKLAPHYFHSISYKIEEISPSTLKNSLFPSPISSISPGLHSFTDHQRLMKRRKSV
KCNQ1 block: inhibitors of human KCNQ1 channel, primary screen, cell-based, thallium flux, high-throughput; Potassium voltage-gated channel subfamily KQT member 1 (Homo sapiens), P51787; CHO-K1 KCNQ1, FluxOR thallium flux fluorescence; active compounds read high; B-score at 10 µM; hit rate 1.3% among 310,000;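 active = compounds whose thallium flux B-score, printed positive for inhibition, exceeds three library SD while starting fluorescence stays within three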;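 note: channel opened by potassium depolarization with thallium stimulus after 20 min compound exposure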
HDAC3 inhib: HDAC3 deacetylase inhibitors, primary screen, biochemical, fluorescence, cell-free homogeneous | recombinant HDAC3, fluorogenic peptide/trypsin coupled | inhibition, % at 8.3 µM | hit rate 0.15% among 320,000; in the data active = inhibition above about 26%, passing the limit was not always enough
Target sequence (O15379 whole entry, looked up): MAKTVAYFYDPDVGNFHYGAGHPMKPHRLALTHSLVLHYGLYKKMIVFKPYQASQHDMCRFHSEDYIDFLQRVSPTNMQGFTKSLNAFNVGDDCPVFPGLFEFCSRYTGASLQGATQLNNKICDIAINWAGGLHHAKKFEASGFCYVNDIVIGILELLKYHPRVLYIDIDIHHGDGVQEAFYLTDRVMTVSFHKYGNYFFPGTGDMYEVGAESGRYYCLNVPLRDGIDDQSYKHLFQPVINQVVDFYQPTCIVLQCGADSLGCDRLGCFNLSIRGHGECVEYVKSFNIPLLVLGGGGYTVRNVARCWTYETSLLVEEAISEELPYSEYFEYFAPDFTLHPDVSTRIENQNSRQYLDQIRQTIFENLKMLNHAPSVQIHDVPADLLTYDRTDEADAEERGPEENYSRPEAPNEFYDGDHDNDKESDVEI
TMEM16A inh: TMEM16A chloride channel inhibitors, primary screen, cell-based, HTS. Anoctamin-1 (Mus musculus), Q8BHY3. HEK293 TMEM16A/YFP iodide influx fluorescence, ionomycin. normalized B-score (activity score, 25-100; higher = stronger inhibition) at 10 µM. hit rate 1.2% among 310,000. AID 588511, 2011;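 active = ratio plate-corrected score three or more library SD toward inhibition, starting fluorescence score within five deviations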;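 note: score derived from kinetic fluorescence span divided by baseline fluorescence per well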
KCNQ1 pot: potentiators or activators of KCNQ1 channel, primary screen, cell-based, thallium flux, high-throughput | hit rate 0.35% among 310,000 | B-score at 10 µM | Potassium voltage-gated channel subfamily KQT member 1 (Homo sapiens), P51787 | AID 2648, 2010 | CHO-K1 KCNQ1, thallium flux FluxOR fluorescence; active compounds read high;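 active = fluorescence ratio B-score, a plate-corrected score, at least three library SD, with initial intensity B-score within 5 SD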
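assay system = CHO-K1 cells stably expressing KCNQ1 | medium = assay buffer, equal DMSO in all wells | timing = 37 °C overnight plating, 90-min dark dye load, 20-min compound pretreatment | measured by = kinetic FluxOR thallium fluorescence, 10-s 1-Hz baseline, 110-s post-stimulus read | measure = fluorescence change relative to baseline, converted to B score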
RGS4 block: RGS4 inhibitors, primary screen, cell-based, HEK293 M3R inducible RGS4, calcium flux; Fluo-4 calcium flux; active compounds read high; triggered by carbachol at its EC20; B-score at 10 µM; hit rate 0.45% among 310,000;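 active = B-score, a plate-corrected calcium signal, over three deviations above library mean, with baseline fluorescence within five deviations of library mean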;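 note: RGS4 expression induced by doxycycline in cells with stable M3 receptor; B-score is computed from the integrated fluorescence ratio over baseline after carbachol; higher B-score means a larger calcium signal and so more RGS4 inhibition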
Target sequence (P49798 whole entry, looked up): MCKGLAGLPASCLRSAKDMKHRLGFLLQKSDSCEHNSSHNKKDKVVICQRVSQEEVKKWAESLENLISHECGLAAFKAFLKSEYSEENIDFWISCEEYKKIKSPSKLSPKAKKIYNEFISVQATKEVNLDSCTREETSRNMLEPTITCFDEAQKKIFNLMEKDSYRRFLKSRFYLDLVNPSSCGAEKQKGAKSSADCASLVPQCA
KCNK3 inh: human KCNK3 channel inhibitors, primary screen, CHO cells, FluxOR thallium flux, B-score; B-score at 10 µM; AID 602410, 2012; hit rate 0.84% among 340,000; Potassium channel subfamily K member 3 (Homo sapiens), O14649; FluxOR fluorescence; active compounds read low;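 active = B-score under library mean minus 4 SD, starting fluorescence ratio at most library mean plus 5 SD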;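 note: more negative B-score means stronger inhibition of thallium flux through KCNK3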
SKKanGAS inh: S. pyogenes SKKanGAS growth inhibitors in kanamycin, primary screen, streptokinase expression inhibitor project, SKKanGAS strain, BacTiter-Glo luminescence | inhibition, % at 7.5 µM | 6 h | hit rate 1.3% among 300,000;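 active = mean replicate score, as percent of positive control median, at least 50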;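 note: strain carries kanamycin resistance gene driven by streptokinase promoter and grows in 40 µg/ml kanamycin; loss of luminescence reflects streptokinase promoter inhibition or plain growth inhibition; 0% = median of DMSO wells and 100% = positive control at its reference dose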
* = called active by the depositor; i = inactive; . = not tested or not shown.

item	molecule	SKKanGAS inh	RGS4 act	HDAC3 inhib	ANO1 activ	KCNQ1 block	KCNK3 inh	hERG protect	KCNQ1 pot	KCNK9 inh	TMEM16A inh	RGS4 block
1	COc1ccc(C(=O)CSc2nc(N)nc(SC)c2C#N)cc1	-6	i	0	i	i	i	-21	i	i	i	i
2	COc1cc2c(cc1OC)CN(Cc1cc(OC)c3c(c1)OCO3)CC2	1	i	3	i	i	i	-5	i	i	i	i
3	CC1(C)CC(=O)C(CS(=O)(=O)c2ccccc2)=C(O)C1	-2	i	-3	i	i	i	-8	i	i	i	i
4	CC(=O)NC1(C(F)(F)F)C(=O)Nc2c1c(=O)[nH]c(=O)n2CC(C)C (stereo not drawn)	0	i	2	i	i	i	-4	i	i	i	i
5	Cc1ccc(-c2cn3nc(-c4ccccc4)c(-c4ccccc4)nc3n2)cc1	6	-7*	0	i	i	i	-27	i	i	i	i
6	O=C(CSc1n[nH]c(-c2ccccn2)n1)Nc1cccc(Cl)c1	-7	i	-6	i	i	i	-9	i	i	i	i
7	Cc1nccn1CC(=O)N/N=C/c1cccs1	5	i	3	i	i	i	-2	i	i	i	i
8	O=C(O)Cc1ccc(NCc2ccccc2Cl)cc1	.	i	1	i	i	i	-5	i	i	i	i
9	CC1=NNC(=O)C1CCC(=O)N/N=C/c1ccccc1 (stereo not drawn)	-4	i	-2	i	i	i	-8	i	i	i	i
10	CCOC(=O)Cc1csc(NC(=O)CSc2nnc(-c3ccncc3)n2Cc2ccco2)n1	-6	i	6	i	i	i	-3	i	i	i	i
11	COc1cccc(/C=C2\SC(=S)N(CCCC(=O)N3CCCC3)C2=O)c1	4	i	8	i	i	i	-10	i	i	i	i
12	Cc1ccc(OCC(=O)Nc2ccc(NC(=O)c3cccs3)cc2)c(C)c1	3	i	-7	i	i	i	-8	i	i	i	i

item	molecule	SKKanGAS inh	RGS4 act	HDAC3 inhib	ANO1 activ	KCNQ1 block	KCNK3 inh	hERG protect	KCNQ1 pot	KCNK9 inh	TMEM16A inh	RGS4 block
13	COC(=O)c1ccc(OC)c(OC)c1Cl	-12	i	4	i	i	i	-7	i	i	i	5.8*
14	Cc1cccc(NCC(=O)N/N=C\c2cccc(Oc3ccccc3)c2)c1	58*	i	-3	i	i	i	4	i	i	i	i
15	N=C(N)c1ccc(O)cc1	9	i	0	i	i	i	-8	i	i	i	i
16	Cc1ccc(CN2CCNC(=O)C2CC(=O)O)o1 (stereo not drawn)	-6	i	8	i	i	i	-10	i	i	i	i
17	CC(Oc1ccc(Cl)cc1Cl)c1ccnc(N)n1 (stereo not drawn)	5	i	4	i	i	i	-9	i	i	i	i
18	Cc1cc(C)n(CCCNC(=O)CN(C)S(=O)(=O)c2ccc(Cl)cc2)n1	-11	i	-3	i	i	i	-8	i	i	i	i
19	COCCN(Cc1ccccc1)C(=S)Nc1ccc(Cl)cc1	7	i	.	i	i	i	-9	i	i	i	i
20	O=C(NCc1cccc(Cl)c1)c1cnn2c1NC(c1ccco1)CC2C(F)(F)F (stereo not drawn)	5	i	9	i	i	i	-10	i	i	i	i
21	O=C(CSCCc1ccccn1)Nc1ccccn1	-6	i	11	i	i	i	0	i	i	i	i
22	CCn1c2ccccc2c2cc(NC(=O)COC(=O)c3ccc(NC(=O)CC#N)cc3)ccc21	8	i	2	i	i	i	-1	i	i	i	i
23	O=C(Nc1ccc(S(=O)(=O)N2CCCCC2)cc1)c1ccc(CN2CCOCC2)cc1	-9	i	2	i	i	i	-16	i	i	100*	i
24	COc1cc(OC)c(NS(=O)(=O)c2c(C(=O)N3CCCCC3)c(C)n(C)c2C)cc1Cl	4	i	-1	i	i	i	-3	i	i	i	i

item	molecule	SKKanGAS inh	RGS4 act	HDAC3 inhib	ANO1 activ	KCNQ1 block	KCNK3 inh	hERG protect	KCNQ1 pot	KCNK9 inh	TMEM16A inh	RGS4 block
25	Cc1cc(C)c2c(C)nn(C3CCCCC3)c2n1	6	i	8	i	i	i	-7	i	i	i	i
26	CC1=C(C)CC2C(=O)N(c3cccc4ccccc34)C(=O)C2C1 (stereo not drawn)	-3	i	-1	i	i	i	-11	i	i	i	i
27	CCn1cc(C(=O)NCCc2ccc(OC)cc2)c(=O)c2ccc(C)nc21	-2	i	-7	i	i	i	-3	i	i	i	i
28	CN(C)/C=N/n1cnc2ccccc2c1=O	4	i	-3	i	i	i	-6	i	i	i	i
29	CC(C(=O)N(C)C1CCS(=O)(=O)C1)N1C(=O)/C(=C/c2ccco2)SC1=S (stereo not drawn)	0	i	3	i	i	i	0	i	i	i	i
30	Nc1nc(SCC(=O)Nc2cccc(Oc3ccccc3)c2)n[nH]1	5	i	-8	i	i	i	-5	i	i	i	i
31	CCCCN=C(C)C1=C(O)CSC1=O	2	i	-1	i	i	i	-6	i	i	i	i
32	O=C(O)C1C2CCCCC2=C2CCCCC2C1C(=O)O (stereo not drawn)	11	i	-7	i	i	i	-7	i	i	i	i
33	COc1ccc(-c2cc3ccc(O)cc3oc2=O)cc1OC	23	i	-1	i	i	i	-2	i	i	i	i
34	C/C(=N\Nc1nc2ccccc2[nH]1)c1ccc(Cl)s1	8	i	-4	i	i	i	-8	11*	i	i	i
35	NC(=O)C1(N2CCCCC2)CCN(C(=S)Nc2cc(F)cc(F)c2)CC1	-13	i	3	i	i	i	0	i	i	i	i
36	Cc1cccc(NC(=O)NCc2ccccn2)c1	1	i	1	i	i	i	-9	i	i	i	i

item	molecule	SKKanGAS inh	RGS4 act	HDAC3 inhib	ANO1 activ	KCNQ1 block	KCNK3 inh	hERG protect	KCNQ1 pot	KCNK9 inh	TMEM16A inh	RGS4 block
37	O=C(N/N=C/c1ccccc1OCc1ccccc1Cl)c1cccnc1	2	i	-13	i	i	i	-26	i	i	i	i
38	COC(=O)c1ccsc1NS(=O)(=O)c1ccccc1	7	i	-1	i	i	i	-5	i	i	i	i
39	Cc1nn(-c2ccccc2)c(C)c1/C=N/n1c(-c2ccc(C(C)(C)C)cc2)n[nH]c1=S	87*	i	-2	i	i	i	-2	i	i	i	i
40	Cc1cc(C)cc(N(CC(=O)NCc2ccc3c(c2)OCO3)C(=O)CCC(=O)Nc2ccccn2)c1	1	i	0	i	i	i	-10	i	i	i	i
41	Cc1cc(C)c(S(=O)(=O)N2CCCOC2CNC(=O)C(=O)NCCCn2ccnc2)c(C)c1 (stereo not drawn)	3	i	-5	i	i	i	-2	i	i	i	i
42	C/C(=N\NC(=O)C(=O)Nc1cc(Cl)ccc1Cl)c1ccncc1	-2	i	2	i	i	i	-8	i	i	i	i
43	Cc1c(C2=CCN(S(=O)(=O)c3ccc(Br)cc3)CC2)c2ccccc2n1C	-13	i	-4	i	i	i	-2	i	i	i	i
44	Cc1ccc(SC(C)C(=O)NCc2cccnc2)cc1 (stereo not drawn)	-7	i	3	i	i	i	-8	i	i	i	i
45	CC(=O)Oc1ccccc1-c1nc(/C=C/c2ccccc2)no1	3	i	-6	i	i	i	-3	i	i	i	i
46	O=C(Nc1cccc2ccccc12)N1CCOCC1	0	i	-7	i	i	i	-9	i	i	i	i
47	CC1=C(C(=O)Nc2cc(C)ccn2)C(c2ccc(C)cc2)C2=C(CCCC2=O)N1 (stereo not drawn)	-4	i	-21	i	i	i	-6	i	i	i	i
48	Cc1cc(NC(=O)CCC(=O)N(CC(=O)NC2CCCC2)c2ccc(F)cc2)no1	1	i	5	i	i	i	-7	i	i	i	i

item	molecule	SKKanGAS inh	RGS4 act	HDAC3 inhib	ANO1 activ	KCNQ1 block	KCNK3 inh	hERG protect	KCNQ1 pot	KCNK9 inh	TMEM16A inh	RGS4 block
49	Cc1ccccc1C(=O)Nc1ccc(CN2CCOCC2)cc1	-1	i	0	i	i	i	-2	i	i	i	i
50	CCN1CCCC1CNCc1cccc(OC)c1OCc1ccccc1F (stereo not drawn)	3	i	-2	i	i	i	-1	i	i	i	i
51	O=C(Nc1ccc(F)cc1F)C1(c2cccs2)CCOCC1	-6	i	-9	i	i	i	-4	i	i	i	i
52	COc1ccccc1-c1c(C(F)(F)F)oc2cc(OCC(=O)Nc3cc(C)ccc3C)ccc2c1=O	-1	i	2	.	i	.	-10	i	i	i	i
53	CCCNc1nc2c(c(=O)n(C)c(=O)n2C)n1CCC(C)C	-13	i	-6	i	i	i	-8	i	i	i	i
54	CCOC(=O)c1cnc2ccccc2c1Nc1cccc(C(=O)O)c1	22	i	0	i	i	i	-1	i	i	i	i
55	COc1ccc(-c2nn(-c3ccccc3)cc2C(=O)Nc2ccc(C(=O)O)cc2)cc1	27	i	-4	i	i	i	-1	i	i	i	i
56	CC(=O)N1CCC(O)(c2cccc(C(F)(F)F)c2)CC1	0	i	-5	.	i	i	-1	i	i	i	i

5 compounds from above, arranged by SMILES length, low to high:
item	molecule	SKKanGAS inh	RGS4 act	HDAC3 inhib	ANO1 activ	KCNQ1 block	KCNK3 inh	hERG protect	KCNQ1 pot	KCNK9 inh	TMEM16A inh	RGS4 block
15	N=C(N)c1ccc(O)cc1	9	i	0	i	i	i	-8	i	i	i	i
21	O=C(CSCCc1ccccn1)Nc1ccccn1	-6	i	11	i	i	i	0	i	i	i	i
27	CCn1cc(C(=O)NCCc2ccc(OC)cc2)c(=O)c2ccc(C)nc21	-2	i	-7	i	i	i	-3	i	i	i	i
5	Cc1ccc(-c2cn3nc(-c4ccccc4)c(-c4ccccc4)nc3n2)cc1	6	-7*	0	i	i	i	-27	i	i	i	i
18	Cc1cc(C)n(CCCNC(=O)CN(C)S(=O)(=O)c2ccc(Cl)cc2)n1	-11	i	-3	i	i	i	-8	i	i	i	i
